# Source: PubChem BioAssay
# TcdB GH inh = inhibitors of Clostridioides difficile toxin B glycohydrolase. P18177. TcdB glycohydrolase enzymatic assay, plate reader. inhibition, % at 9.99 µM. hit rate 0.24% among 350,000. AID 652162; in the data active = inhibition above about 10%
# PfHsp40 rescue = compounds rescuing yeast from Plasmodium falciparum HSP40 toxicity | AID 504582 | hit rate 0.68% among 340,000 | S. cerevisiae expressing PfHsp40, growth rescue, ATP luminescence | growth rescue, % at 12.5 µM; in the data active = growth rescue above about 28%, passing the limit was not always enough;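 note: yeast W303a lacking pdr1 and pdr3 grown in galactose medium; growth measured after three days at 30 °C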
# PriA SSB inh = K. pneumoniae PriA-SSBct interaction inhibition | inhibition, % at 33 µM | hit rate 0.6% among 430,000 | AlphaScreen SSBct-PriA binding, biotinylated peptide | AID 1272365; in the data active = inhibition mostly above about 37%, no sharp cut-off; inactive = mostly below about 20%;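 note: plate controls were negative control peptide for no effect and reference peptide for full effect; strong numbers were not always called active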
# 3CLpro inhibitor = SARS-CoV 3CLpro protease inhibition. hit rate 0.14% among 290,000. inhibition, % at 6 µM. recombinant SARS-CoV 3CLpro, quenched FRET peptide cleavage; in the data active = inhibition above about 12%
# Rv3671c inh = Rv3671c (M. tuberculosis) protease inhibition. inhibition, % at 5.96 µM. hit rate 0.048% among 320,000; in the data active = inhibition above about 38%;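 note: extracellular domain of Rv3671c used as enzyme; 0% = enzyme with DMSO and 100% = no enzyme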
# Target sequence (P9WHR9 whole entry, looked up, the tested form may be a part): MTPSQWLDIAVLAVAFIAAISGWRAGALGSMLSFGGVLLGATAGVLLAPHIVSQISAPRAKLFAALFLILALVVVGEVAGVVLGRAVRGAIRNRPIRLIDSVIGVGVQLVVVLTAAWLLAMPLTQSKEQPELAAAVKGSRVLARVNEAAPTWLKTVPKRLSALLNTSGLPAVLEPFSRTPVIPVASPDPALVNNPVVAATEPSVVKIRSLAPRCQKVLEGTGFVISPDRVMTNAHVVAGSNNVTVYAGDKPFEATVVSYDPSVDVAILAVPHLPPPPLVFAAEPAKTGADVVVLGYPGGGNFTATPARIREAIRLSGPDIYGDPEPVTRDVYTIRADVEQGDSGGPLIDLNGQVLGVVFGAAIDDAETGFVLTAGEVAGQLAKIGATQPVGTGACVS
# Vc quorum ag = inducers of Vibrio cholerae quorum light production without autoinducers; V. cholerae BH1578 lux reporter, luminescence, 6 h; activation, % at 18.7 µM; hit rate 0.16% among 350,000; AID 588436; in the data active = activation mostly above about 9.7%, no sharp cut-off; note: not every result past the cut was called active; inactives centre near 0; reference of the scale not given here
# Anthrax LF inh2 = inhibitors of Bacillus anthracis lethal factor protease. multiplex microsphere protease cleavage assay, LF. AID 588501. P15917. hit rate 0.12% among 360,000. inhibition, % at 10 µM; in the data active = inhibition above about 30%; note: plate controls were buffer without enzyme for full effect and enzyme alone for no effect
# Y pestis TopoI = inhibitors of Yersinia pestis topoisomerase I | Y. pestis Topo-I cleavage product accumulation, plate reader | activity, % at 10 µM | hit rate 0.064% among 360,000; in the data active = activity above about 50%, passing the limit was not always enough; note: inactives centre near 2
# MazEF act = activators of E. coli MazEF toxin-antitoxin RNase; activation, % at 20 µM; AID 504720; FAM/BHQ RNA-DNA oligo cleavage fluorescence, 5 h; hit rate 0.32% among 350,000; in the data active = activation above about 50%
# Target sequence (P0AE70 whole entry, looked up): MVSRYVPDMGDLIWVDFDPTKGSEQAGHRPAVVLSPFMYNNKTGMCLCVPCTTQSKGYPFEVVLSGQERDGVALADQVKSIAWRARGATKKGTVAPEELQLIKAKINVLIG
# DUSP3 inh = DUSP3 (human) phosphatase inhibition; AID 1654; P51452; hit rate 0.52% among 290,000; recombinant VHR phosphatase, pNPP absorbance; inhibition, % at 13.3 µM; in the data active = inhibition above about 50%; note: some compounds called inactive have numbers as strong as hits
# Target sequence (P51452 whole entry, looked up): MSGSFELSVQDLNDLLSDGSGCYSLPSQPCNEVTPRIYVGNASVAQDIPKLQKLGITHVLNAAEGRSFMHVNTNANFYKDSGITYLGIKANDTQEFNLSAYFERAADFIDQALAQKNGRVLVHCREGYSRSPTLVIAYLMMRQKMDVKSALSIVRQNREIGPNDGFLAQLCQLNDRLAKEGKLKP
# * marks the source's active call; other numbers are inactive results; i = inactive; x = not tested or not shown; & = joins results of further samples. These rows are one share of the data, so the mix of outcomes need not match the whole.
# Start of the data: the first 2 compounds, ahead of the listing:
# The line under a structure holds: MazEF act	DUSP3 inh	Vc quorum ag	Y pestis TopoI	PriA SSB inh	3CLpro inhibitor	PfHsp40 rescue	Rv3671c inh	TcdB GH inh	Anthrax LF inh2
- O=C(Nc1cccc(F)c1)Nc1ccnn1C1CCN(C(=O)CCN2CCCO2)CC1
    2	7	i	6	1	-5	1.1	2	-0.2	-3
- CCOC(=O)C1=C(C)NC(=O)NC1c1ccc(OC(=O)c2ccco2)cc1 (stereo unspecified)
    5	40	-7.4	-4	-9	-4	0.2	4	x	x

# Results, previewed entries included:
# The line under a structure holds: MazEF act	DUSP3 inh	Vc quorum ag	Y pestis TopoI	PriA SSB inh	3CLpro inhibitor	PfHsp40 rescue	Rv3671c inh	TcdB GH inh	Anthrax LF inh2
- O=C(Nc1cccc(F)c1)Nc1ccnn1C1CCN(C(=O)CCN2CCCO2)CC1
    2	7	i	6	1	-5	1.1	2	-0.2	-3
- CCOC(=O)C1=C(C)NC(=O)NC1c1ccc(OC(=O)c2ccco2)cc1 (stereo unspecified)
    5	40	-7.4	-4	-9	-4	0.2	4	x	x
- Cc1ccc(OCc2ccc(Br)cc2)c([N+](=O)[O-])n1
    x	1	x	x	x	4	x	-4	1.4	x
- Cc1c(C(c2ccc(F)cc2)c2c(O)c3ccccc3oc2=O)c(=O)n(-c2ccccc2)n1C (stereo unspecified)
    0	-4	-0.7	-3	-13	6	-0.3	0	x	1
- CCNc1nc2c(c(=O)[nH]c(=O)n2C)n1Cc1ccc(F)cc1
    14	-2	-0.2	5	-15	-3	1.4	11	0.1	-1
- COc1ccc(NS(=O)(=O)c2ccc(NS(=O)(=O)c3cccs3)cc2)c(OC)c1
    1	16	i	3	5	4	1.9	6	1.4	7
- Fc1ccc(COc2ccc(C(=S)N3CCCC3)cc2)cc1
    0	46	1.0	16	-12	4	7.7	-8	1.0	-1
- CCN(CC(=O)NCCc1ccc(S(N)(=O)=O)cc1)Cc1ccccc1
    -13	-29	i	7	-2	-3	-1.2	-3	1.0	-3
- CCc1ccc(N2CC(C(=O)OCC(=O)NC3CCS(=O)(=O)C3)CC2=O)cc1 (stereo unspecified)
    1	0	i	-10	-21	5	-1.2	1	x	-6
- COc1ccc(NC(=O)N2CCCC(C(=O)NCc3ccccc3F)C2)cc1 (stereo unspecified)
    2	22	0.0	1	1	-2	0.0	2	-0.2	-2
- CC1CCCC(NC(=O)COC(=O)c2cccs2)C1C (stereo unspecified)
    3	x	1.0	5	2	x	-0.9	-1	-1.2	-4
- CCOC(=O)c1cccc(NC(=O)CSc2nnc(C3CCCCC3)n2C)c1
    6	-11	i	13	-24	-7	3.3	-4	x	-2
- Cc1ccc(NC2CCCN(C(=O)CCN3CCOCC3)C2)cc1C (stereo unspecified)
    -5	53*	-3.6	9	1	-4	-1.4	0	1.2	2
- O=C(NCCCN1CCCC1=O)c1cc(-c2ccc3c(c2)OCO3)nc2ccccc12
    6	39	-0.3	4	-17	4	0.0	-9	0.1	-6
- O=C(Nc1ncc(Cc2ccccc2Cl)s1)C1CCCO1 (stereo unspecified)
    -4	13	i	4	-2	9	-1.1	11	x	-7
- CC1CC(C)CN(C(=S)SCc2nc(N)nc(Nc3ccccc3)n2)C1 (stereo unspecified)
    0	0	-0.5	-3	-2	7	0.3	-12	1.2	1
- Oc1ccc2ccccc2c1/C=N/c1nccs1
    0	6	i	-1	x	4	-1.0	-3	x	-7
- CC(=O)Nc1ccc(S(=O)(=O)Nc2cccn(Cc3ccc(C)cc3)c2=O)cc1
    1	17	-0.3	14	1	-1	-0.5	-1	-1.6	0
- O=C(CN1CCNCC1)Nc1ccc(Oc2ccccc2)cc1
    -3	24	i	-3	-10	1	-0.8	3	x	-2
- CCC1CCCCN1C(=S)NC(=O)c1ccco1 (stereo unspecified)
    -1	x	-0.7	4	-5	x	-1.2	-5	0.3	-9
- CCOc1ccc(C(=O)N(CC)CC(=O)Nc2ccc3c(c2)OCCO3)cc1OCC
    -2	x	-0.5	-20	3	x	0.3	-8	1.4	0
- COc1ccc(/C(O)=C2/C(=O)C(=O)N(c3ccccn3)C2c2ccc(OC)c(OC)c2)cc1 (stereo unspecified)
    1	5	-0.5	-1	x	5	0.7	-3	9.6	0
- COc1ccccc1N1CCN(C(=O)CSc2ccccc2)CC1
    1	8	-0.4	10	-13	0	3.8	0	x	1
- C/C(=N\NC(=O)c1cc(C)nc2ccccc12)c1ccccn1
    5	x	-1.7	-1	x	x	-0.3	4	-0.1	-9
- COc1cc(/C=C(\C#N)C(=O)Nc2ccccc2C(=O)O)cc(Cl)c1OC
    4	26	-0.3	4	-8	4	1.0	8	-1.8	-1
- O=C1CSC2(N1)C1CC3CC(C1)CC2C3 (stereo unspecified)
    4	-8	-0.3	0	-7	1	0.2	7	1.0	-2
- COc1ccc(S(=O)(=O)N2CCCN(CC(=O)Nc3ccc4c(c3)OCO4)CC2)cc1
    -1	10	-0.4	-12	3	-3	0.6	-4	x	-2
- CN(C)C(=O)/C(=C/c1ccc(-c2cccc([N+](=O)[O-])c2)o1)NC(=O)c1ccccc1
    -5	64	0.4	22	1	-5	-1.1	-3	2.4	10
- NC1=C(c2ccc(F)cc2)C(=O)CS1
    -1	0	-0.5	-3	0	3	1.6	1	x	-1
- Cc1ccc(-c2ccc(=O)n(CCC(=O)NCCN3CCCCC3C)n2)cc1 (stereo unspecified)
    3	2	-1.0	4	5	3	0.1	-2	x	3

# Additional entries follow.
# The line under a structure holds: MazEF act	DUSP3 inh	Vc quorum ag	Y pestis TopoI	PriA SSB inh	3CLpro inhibitor	PfHsp40 rescue	Rv3671c inh	TcdB GH inh	Anthrax LF inh2
- CC(=O)c1ccc(-c2ccc(/C=C(/Sc3n[nH]c(C)n3)C(=O)O)o2)cc1
    -3	13	-0.4	0	5	-1	-0.4	7	0.2	1
- CCN(CC)S(=O)(=O)c1ccc(O)c(C(=O)OCC(=O)N(C)Cc2ccccc2)c1
    3	-2	-0.1	21	0	-2	0.4	3	x	0
- C[C@H]1CCC[C@@]2(O[C@@H](CCO)C[C@@H](O)[C@@H]2O)O1
    1	0	-0.3	7	3	x	-0.4	-4	0.7	9
- CC1CCC2(CC1)NC(=O)N(NC(=O)CCl)C2=O (stereo unspecified)
    2	42	-0.5	-3	-13	3	0.6	1	1.7	0
- C=CCNc1nc(C(=O)OCC(=O)Nc2c(Cl)cccc2C(F)(F)F)cs1
    2	x	-0.5	4	-8	x	-1.4	7	1.9	-4
- CC1=CC(C)(C)NC(=S)N1c1ccccc1C
    6&4	-24	0.8	9&0	21	5	1.7&-1.6	-2	1.5&9.6	0&-4
- COc1ccc(S(=O)(=O)N2CCN(Cc3cc(=O)n4ccccc4n3)CC2)cc1
    -6	x	3.1	-4	-9	x	-0.1	-1	3.2	-3
- CCN(CC(=O)NCc1ccc(Cl)cc1)C(=O)CCc1ccccc1
    -4	-7	i	4	-15	3	-0.7	-3	-0.3	-6
- COc1ccc(S(=O)(=O)N2CCN(C3Cc4ccccc4C3)CC2)cc1
    -8	18	-0.1	7	-3	3	-0.5	-8	0.7	1
- OCC#CCSc1nnc(-c2cccc3ccccc23)o1
    4	x	-0.4	-1	-35	x	0.2	3	8.1	-8
- c1ccc(C(CN2CCCCC2)Oc2ccccn2)cc1 (stereo unspecified)
    8	x	i	2	-9	x	-1.9	x	0.5	-1
- COc1ccc(CNC(=O)[C@H](Cc2ccccc2)NC(=O)C2CCNCC2)cc1
    9	43	-4.2	0	-7	0	0.0	-4	2.1	-2
- Brc1ccc(Oc2nsnc2N2CCOCC2)cc1
    -4	-7	-0.3	-11	-2	2	0.6	-9	x	-23
- Cc1ccc2c(c1)NC(=O)C(CC(=O)NCCCN1CCc3ccccc3C1)O2 (stereo unspecified)
    8	29	i	-4	-8	0	-1.2	8	-0.6	-1
- COc1ccc(NC(=O)Cn2c(C)cc(=O)c3ccccc32)cc1
    -8	26	i	-2	-6	3	-0.3	9	0.2	1
- COc1ccc(-c2nc(NC(=O)c3ccc(OCC(=O)Nc4ccc(F)cc4)c(OC)c3)sc2C)cc1
    -3	0	-0.1	0	-3	2	0.3	3	x	-1
- COc1ccc(-c2nnc(SCC(N)=O)n2N)cc1
    -2	14	-1.2	5	0	0	-2.6	6	x	4
- CCOc1ccc(Nc2nc(CC(=O)OC)cc(=O)[nH]2)cc1
    -6	-1	i	1	-20	1	4.1	1	x	0
- O=C(NC(=S)Nc1ccccc1)c1cccs1
    6	-2	-0.3	6	-3	4	7.4	-10	-0.8	0
- Cn1c(CCC(=O)O)nc2cc(S(=O)(=O)N3CCCC3)ccc21
    9	x	i	-1	1	x	-0.2	-4	-0.3	-1
- CN(C(=O)Nc1ccc(Cl)cc1Cl)[C@H]1c2cc(Br)ccc2OC[C@H]1CO
    -13	-5	-0.5	23	-10	-1	0.4	4	x	-2
- Cc1cc(N2C(=O)C(O)=C(C(=O)c3cc4ccccc4o3)C2c2ccc(Cl)cc2)no1 (stereo unspecified)
    4	1	i	6	-8	9	-0.5	-5	0.1	-2
- O=C(NCC(=O)N1CCOCC1)c1ccc(Cl)c(Cl)c1
    5	x	-0.8	0	-9	x	-0.6	5	-0.4	0
- COc1ccc(C(CC(C)=O)c2c(O)c3ccccc3oc2=O)cc1OC (stereo unspecified)
    8	x	i	3	x	x	x	x	-2.3	-6
- NS(=O)(=O)c1cccc(NC(=O)c2cccc(Oc3ccccc3)c2)c1
    -12	-4	-0.2	-5	8	2	0.6	-16	1.8	0
- CC1CCCC(C)N1/N=C/c1ccc(N(C)C)cc1 (stereo unspecified)
    3	-1	i	-5	x	2	-1.4	-4	-28	-4
- COc1ccc(-c2nc3c(c(SCC(=O)N4CCOCC4)n2)COC(C)(C)C3)cc1
    1	21	-16	0	-4	0	-2.1	-7	x	-1
- CCOC(=O)N1CCC(NC(=O)CNS(=O)(=O)c2ccc(Br)s2)CC1
    6	18	-0.2	13	-4	-5	-0.4	1	1.0	-2
- CSc1nnc(NC(=O)c2nc(S(=O)(=O)Cc3ccc(C)cc3)ncc2Cl)s1
    4	-36	-2.0	1	2	-2	1.9	-2	0.3	-2
- CCO/C=C1\SC(=S)N(c2ccc(Cl)cc2)C1=O
    -3	1	-1.9	-10	-4	1	0.3	-60	-1.0	x

# Next section.
# The line under a structure holds: MazEF act	DUSP3 inh	Vc quorum ag	Y pestis TopoI	PriA SSB inh	3CLpro inhibitor	PfHsp40 rescue	Rv3671c inh	TcdB GH inh	Anthrax LF inh2
- CN(C)c1ncnc2c1ncn2[C@H]1CN(Cc2ccco2)C[C@@H](CO)O1
    x	x	i	5	x	x	x	x	1.2	-2
- COCCNC(=O)c1ccc(C(=O)C(=O)c2ccccc2)cc1
    8	2	-0.1	-6	1	1	-0.7	2	x	-1
- CCC(=O)Nc1nnc(/C=C/c2ccc(OC)cc2)s1
    -5	4	-0.4	0	-3	-3	0.7	8	0.9	14
- COc1ccc(OC)c(-n2c(=S)[nH]c3cc(C(=O)N4CCCCC4)ccc3c2=O)c1
    -22	16	i	-2	-8	2	0.6	-1	-2.3	-4
- COc1cccc(-c2cccc(NC(=O)C3CCN(Cc4ccc(C)o4)CC3)c2)c1
    1	24	-0.3	16	1	-3	1.0	-2	-2.5	1
- CSc1nc2c(c(=O)[nH]c(=O)n2C)n1CCCc1ccccc1
    1	-9	i	22	4	1	-0.1	-10	1.7	-7
- CCN(C[C@H]1N[C@@](Cc2ccccc2)(C(=O)OC)[C@H]2C(=O)N(Cc3ccccc3)C(=O)[C@@H]12)S(=O)(=O)c1ccc(-c2ccccc2)cc1
    -17	x	-0.5	16	-11	x	-0.5	-8	3.2	-4
- O=C(CSc1nc2ncccc2[nH]1)NCCc1ccccc1
    6	-2	-0.2	-5	-12	3	-0.7	1	0.0	-3
- O=C(NC(=S)NCc1cccnc1)c1cccc2ccccc12
    8	14	i	17	-5	3	-0.6	-5	0.3	-12
- CCOc1ccc(NC(=O)C2CCCN(S(=O)(=O)c3c(C)n[nH]c3C)C2)cc1 (stereo unspecified)
    3	-15	1.0	-1	-6	-4	1.9	7	1.0	1
